Assay outcomes (PubChem BioAssay)
Avidin bead fluor: avidin bead compound fluorescence profile. fluorescence (KMESF) at 10 µM. Avidin beads, compound fluorescence 488/530 nm, flow cytometry; stronger effect = higher value. AID 1775. 220,000 tested, 0.38% active; in the data active means fluorescence above about 47; further: inactives centre near 10
Pf gametocyte: kills late stage P. falciparum gametocytes; inhibition, % at 10.9 µM; P. falciparum stage V gametocytes, ATP luminescence, 24 h; 150,000 tested, 0.065% active;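 active means inhibition above the mean plus 3 SD of compounds within the control limits, set per campaign, cut at about 38% in these data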;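 further: 0% = DMSO wells and 100% = medium only without gametocytes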
Mcl1-Bid inh: disrupts binding of human Mcl-1 to Bid peptide; TR-FRET Mcl-1/Bid-Dy647 peptide binding, 1536-well; inhibition, % at 21.7 µM; 220,000 tested, 0.97% active;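 active means compounds that cut the binding signal by more than half at the single screening dose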;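 further: His-tagged Mcl-1 with europium anti-His antibody binding Bid BH3 peptide; 0% = Mcl-1 plus peptide wells and 100% = peptide-only wells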
Target sequence (Q07820 whole entry, looked up): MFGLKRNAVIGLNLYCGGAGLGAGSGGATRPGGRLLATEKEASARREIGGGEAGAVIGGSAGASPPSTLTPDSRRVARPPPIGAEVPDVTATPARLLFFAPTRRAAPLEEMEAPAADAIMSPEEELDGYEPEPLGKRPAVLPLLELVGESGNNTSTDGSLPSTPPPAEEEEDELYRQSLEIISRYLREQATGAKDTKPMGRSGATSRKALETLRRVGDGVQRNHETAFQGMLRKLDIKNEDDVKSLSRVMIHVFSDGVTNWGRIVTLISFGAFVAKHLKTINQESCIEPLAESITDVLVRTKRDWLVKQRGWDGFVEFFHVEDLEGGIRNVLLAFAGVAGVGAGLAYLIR
Mcl1 Noxa PPI: Mcl-1/Noxa interaction inhibition; Q07820; TR-FRET Mcl-1/Noxa peptide binding, 2 h; inhibition, % at 21.7 µM; 220,000 tested, 1.5% active; AID 1022;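 active means compounds that cut the protein-peptide binding signal by more than 50% relative to plate controls in a single-dose test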;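 further: His-tagged Mcl-1 with rhodamine Noxa BH3 peptide and terbium anti-His antibody; 0% = Mcl-1 plus Noxa peptide wells and 100% = peptide-only wells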
* = called active by the depositor.

#1 O=C(CCC(=O)c1ccccc1)NCc1ccccc1
#2 CCOC(=O)Cn1c(=N)n(CCOc2ccc(Br)cc2)c2ccccc21
#3 O=C(N/N=C/c1cc2c(cc1Br)OCO2)c1ccccn1
#4 COc1ccc(N(CC(=O)Nc2ccccc2C)S(=O)(=O)c2c(C)[nH]c(=O)[nH]c2=O)cc1
#5 N/C(=C\C(=O)c1cc(Cl)ccc1O)C(Cl)(Cl)Cl
#6 O=C1NCCN(Cc2ccc(F)cc2)C1CC(=O)N1CC=C(c2ccccc2)CC1 (stereo unspecified)
#7 NS(=O)(=O)c1cccc(NS(=O)(=O)c2ccc(/C=C/C(=O)O)cc2)c1
#8 O=S(=O)(Nc1ccc(-n2cccc2)cc1)c1ccc(Cl)c(Cl)c1

Assay by compound	1	2	3	4	5	6	7	8
Avidin bead fluor	5	6	7	6	8	4	5	4
Pf gametocyte	-9	13	-16	-13	-16	-1	-5	0
Mcl1-Bid inh	-10	-4	-9	-16	10	-23	2	-2
Mcl1 Noxa PPI	-2	12	12	9	7	-14	7	2

#9 Cc1cc(Cl)ccc1OCC(=O)N(Cc1ccco1)C1CCS(=O)(=O)C1 (stereo unspecified)
#10 N#C/C(=C\c1c(F)cccc1Cl)c1nn(-c2ccccc2)c(-n2cccc2)c1C#N
#11 NC(=O)c1ccccc1OC1CCC1
#12 COCCCNC(=S)N/N=C/c1ccc2ccccc2c1
#13 CC(=O)NCCc1nc2ccccc2n1CCOc1ccc(C)cc1
#14 Cc1ccc(Sc2ncccc2NC(=O)c2ccccc2Cl)cc1
#15 COC(C[C@H](O)[C@H](C)[C@H](O)COCc1ccccc1)OC
#16 COC(=O)c1ccc(/C=N/N2CCN(Cc3ccc(Cl)cc3)CC2)cc1

Assay by compound	9	10	11	12	13	14	15	16
Avidin bead fluor	9	4	7	5	6	6	10	4
Pf gametocyte	1	9	-5	-22	2	-18	-13	-7
Mcl1-Bid inh	-21	-4	-28	-32	4	-9	2	-31
Mcl1 Noxa PPI	6	8	0	2	7	-17	-1	-20

#17 CCOC(=O)N1CCC(NS(=O)(=O)c2ccc(C)cc2)CC1
#18 O=C(Nc1cccnc1Cl)c1ccc(=O)oc1
#19 CCOC(=O)Cn1nc(C)c(NC(=O)COc2ccc(OC)cc2)c1C
#20 O=C(NNS(=O)(=O)c1ccc(Cl)cc1)c1cccc(S(=O)(=O)N2CCOCC2)c1
#21 O=C1CNC(=S)N1CCc1ccc(Cl)cc1
#22 O=S(=O)(CC(O)CS(=O)(=O)c1ccc(Cl)cc1)c1ccccc1 (stereo unspecified)
#23 CN(C)CCNc1ncnc2c1sc1nc(-c3ccccc3)c3c(c12)CCCC3
#24 CCOc1ccc2nc(N3C(=O)CNC3=S)sc2c1

Assay by compound	17	18	19	20	21	22	23	24
Avidin bead fluor	13	6	9	15	6	8	5	8
Pf gametocyte	0	-34	17	6	10	12	-3	15
Mcl1-Bid inh	-10	-32	-38	-55	-17	-31	16	-35
Mcl1 Noxa PPI	3	32	4	25	9	-5	32	-108

#25 Cc1nn(CCS(=O)(=O)c2ccc(Cl)cc2)c(C)c1Br
#26 O=[N+]([O-])c1ccc(-c2nc(C(Cl)Cl)c3ccccc3n2)cc1
#27 COC(=O)[C@H](Cc1ccccc1)NC(=O)N1CCN(c2ccc(F)cc2)CC1
#28 COC(CNC(=O)c1ccc2c3c(onc13)-c1ccccc1C2=O)OC
#29 CC1CC(C)CN(C(=O)C2CCCN(S(=O)(=O)c3cnc[nH]3)C2)C1 (stereo unspecified)
#30 COC(=O)c1cc(S(=O)(=O)NCc2ccc(S(N)(=O)=O)cc2)oc1C
#31 COc1ccc(C2(CNC(=O)c3ccccc3)CCOCC2)cc1
#32 CCC(C)(C)C1CCc2[nH]nc(C(=O)N/N=C(\C)c3ccco3)c2C1 (stereo unspecified)

Assay by compound	25	26	27	28	29	30	31	32
Avidin bead fluor	9	3	3	3	9	19	7	7
Pf gametocyte	0	-25	15	-2	-22	1	13	12
Mcl1-Bid inh	13	-16	-98	-187	-5	-24	4	-23
Mcl1 Noxa PPI	20	12	-20	70*	20	1	2	-2

#33 O=c1[nH]c2ccccc2nc1C(Nc1ccccc1)c1ccccc1 (stereo unspecified)
#34 Cc1ccc(C)c(N(C)C(=O)c2cc3c(=O)[nH]c4ccc(C)cc4c3s2)c1
#35 CC(=O)Nc1cccc(OCC(=O)Nc2sccc2C(N)=O)c1
#36 Cc1cc([N+](=O)[O-])nn1CC(=O)N/N=C/c1ccccc1Br
#37 O=C(NNC(=O)c1ccc(Oc2ccc(C3SCCS3)cc2)o1)c1ccc(Cl)cc1
#38 Cc1cc(/C=C(\C#N)C(=O)O)c(C)n1-c1ccc(Br)cc1
#39 Cc1nnc(C)c2c(C)n(N)c(C)c12
#40 Cc1cc(C)n(-c2ncc3c(n2)N(C)CCOC3=O)n1

Assay by compound	33	34	35	36	37	38	39	40
Avidin bead fluor	8	7	4	4	7	8	3	7
Pf gametocyte	27	-17	-14	3	-11	-2	-1	-16
Mcl1-Bid inh	-19	-2	0	0	-8	-70	-30	-15
Mcl1 Noxa PPI	7	5	52*	4	-4	-4	3	-36

#41 O=C(N/N=C/c1ccco1)c1csc2c1CCCC2
#42 COC(=O)C(C)Nc1cccc(Br)c1 (stereo unspecified)
#43 CC(C)NC(=O)CSc1nnc(CNC(=O)OC(C)(C)C)n1C
#44 CCCc1c(C(=O)Nc2ccc(N3CCOCC3)cc2)cnn1-c1ccccc1
#45 c1ccc(-c2ncc3ccccn23)cc1
#46 Cc1ccsc1CNC(=O)c1c(-c2ccccc2)noc1C
#47 Cc1cc(Cl)c2cc3ccccc3cc2n1
#48 Cc1cc(C)c(C#N)c(SCCN2CCOCC2)n1

Assay by compound	41	42	43	44	45	46	47	48
Avidin bead fluor	16	8	7	6	5	6	15	11
Pf gametocyte	11	12	-1	7	-35	0	-1	9
Mcl1-Bid inh	-18	-23	1	-21	-21	-9	-9	-22
Mcl1 Noxa PPI	6	18	5	10	10	10	13	-3

#49 O=C(Cn1c(-c2ccccn2)nc2ccccc21)N/N=C/c1cccnc1
#50 CC(C)COc1ccc(C(=O)N/C(=C\c2cccc([N+](=O)[O-])c2)C(=O)O)cc1
#51 O=S(=O)(Nc1nccs1)c1ccc(NCc2cc(Br)cc(Br)c2O)cc1
#52 CC(C)c1cc(C(=O)O)c2ccccc2n1
#53 COc1ccc(CN(Cc2cccn2C)S(=O)(=O)c2cccc(C(F)(F)F)c2)cc1
#54 CCCCNC(=O)c1onc(CSc2ccc(F)cc2)c1C(=O)NCCCC
#55 Cc1nccc(-c2sc(-c3cccs3)nc2C)n1
#56 CCCCN1C(=S)NC[C@@H]1Cc1ccc(O)cc1

Assay by compound	49	50	51	52	53	54	55	56
Avidin bead fluor	8	4	8	11	7	12	8	10
Pf gametocyte	-18	-30	4	3	-9	-5	-17	-27
Mcl1-Bid inh	-3	-25	-18	-18	-44	-28	-6	-121
Mcl1 Noxa PPI	27	3	15	-8	-15	5	10	2

#57 O=c1nc(SCc2ccccc2Cl)nc(-c2ccc(Cl)cc2)[nH]1
#58 COc1ccc(NC(=O)c2cn(-c3ccccc3)nc2SC)cc1
#59 Cc1ccc(S(=O)(=O)N(C)c2ccccc2C(=O)Nc2ccc3c(c2)OCCO3)cc1
#60 COC(=O)c1cc(N=Nc2sc(N)nc2C)cc(C(=O)OC)c1
#61 CN1CCN(S(=O)(=O)Cc2ccc(Cl)cc2)CC1
#62 Cc1cccc(N2C(=O)C(O)=C(C(=O)c3cccs3)C2c2ccc(C(C)C)cc2)n1 (stereo unspecified)
#63 CC1=NN(C(=O)c2ccccc2)C(O)(c2ccc(Br)cc2)C1 (stereo unspecified)
#64 CCC(=O)Nc1ccc2c(c1)nc(CCN1CCN(c3ccccc3)CC1)n2C

Assay by compound	57	58	59	60	61	62	63	64
Avidin bead fluor	8	13	5	7	12	18	7	6
Pf gametocyte	6	-3	-13	-20	7	12	-29	-8
Mcl1-Bid inh	2	-8	-7	-5	-28	-122	-29	-15
Mcl1 Noxa PPI	-25	4	-13	53*	17	-2	3	-3

#65 COc1ccc(Br)c(C(=O)N2CCN(S(=O)(=O)c3cccs3)CC2)c1
#66 CCc1ccccc1N1CN(Cc2ccco2)CNC1=S
#67 COCc1cc(=O)[nH]c(SCCS(=O)(=O)c2ccc(C)cc2)n1
#68 CCOC(=O)c1sc(=S)n(C)c1NC(=O)c1cccc(Br)c1
#69 COc1cc(C2SCCS2)cc(Br)c1Oc1ncccc1[N+](=O)[O-]
#70 O=C1CN(c2ccccc2)C(=O)N1
#71 CN(C)Cc1cccc([N+](=O)[O-])c1O
#72 Cc1nn2c(NCCCN(C)C)c3c(nc2c1-c1ccccc1)CCCC3

Assay by compound	65	66	67	68	69	70	71	72
Avidin bead fluor	9	6	5	15	7	4	11	7
Pf gametocyte	-19	4	10	-16	18	-25	-30	9
Mcl1-Bid inh	-20	-27	2	-37	-6	-7	-16	-38
Mcl1 Noxa PPI	12	-1	-16	8	9	-7	-13	5

3 of the entries above in order of the Avidin bead fluor value, largest number first.
| no. | canonical_smiles | Avidin bead fluor | Mcl1-Bid inh | Mcl1 Noxa PPI |
| --- | --- | --- | --- | --- |
| 54 | CCCCNC(=O)c1onc(CSc2ccc(F)cc2)c1C(=O)NCCCC | 12 | -28 | 5 |
| 25 | Cc1nn(CCS(=O)(=O)c2ccc(Cl)cc2)c(C)c1Br | 9 | 13 | 20 |
| 57 | O=c1nc(SCc2ccccc2Cl)nc(-c2ccc(Cl)cc2)[nH]1 | 8 | 2 | -25 |

(next part)
#73 CCCc1c(C(=O)N2CCN(c3ccccc3OC)CC2)cnn1-c1ccccc1
#74 C/C(=N\NC1=NCCN1)c1ccccc1
#75 Cc1cc(C)c2nc(C)cc(Nc3ccc(C(=O)NCCO)cc3)c2c1
#76 CCC1(C)Cc2nc(Cl)c(C#N)cc2CO1 (stereo unspecified)
#77 NS(=O)(=O)c1ccc(NNC(=O)c2cccs2)cc1
#78 O=c1onc(-c2cccnc2)n1-c1ccccc1F
#79 Cc1onc(-c2ccccc2)c1NC(=O)N(CCC#N)Cc1cccs1
#80 C#CC(CC)(CC)NC(=O)/C=C/C(=O)O

Assay by compound	73	74	75	76	77	78	79	80
Avidin bead fluor	8	4	12	6	8	6	7	3
Pf gametocyte	8	6	-13	-30	19	3	-33	-8
Mcl1-Bid inh	-92	-6	1	-17	5	-8	-9	5
Mcl1 Noxa PPI	-21	3	35	-7	3	5	1	-3

Numbers 67–80 of the list above:
#67 COCc1cc(=O)[nH]c(SCCS(=O)(=O)c2ccc(C)cc2)n1
#68 CCOC(=O)c1sc(=S)n(C)c1NC(=O)c1cccc(Br)c1
#69 COc1cc(C2SCCS2)cc(Br)c1Oc1ncccc1[N+](=O)[O-]
#70 O=C1CN(c2ccccc2)C(=O)N1
#71 CN(C)Cc1cccc([N+](=O)[O-])c1O
#72 Cc1nn2c(NCCCN(C)C)c3c(nc2c1-c1ccccc1)CCCC3
#73 CCCc1c(C(=O)N2CCN(c3ccccc3OC)CC2)cnn1-c1ccccc1
#74 C/C(=N\NC1=NCCN1)c1ccccc1
#75 Cc1cc(C)c2nc(C)cc(Nc3ccc(C(=O)NCCO)cc3)c2c1
#76 CCC1(C)Cc2nc(Cl)c(C#N)cc2CO1 (stereo unspecified)

Assay by compound	67	68	69	70	71	72	73	74	75	76
Avidin bead fluor	5	15	7	4	11	7	8	4	12	6
Pf gametocyte	10	-16	18	-25	-30	9	8	6	-13	-30
Mcl1-Bid inh	2	-37	-6	-7	-16	-38	-92	-6	1	-17
Mcl1 Noxa PPI	-16	8	9	-7	-13	5	-21	3	35	-7

#77 NS(=O)(=O)c1ccc(NNC(=O)c2cccs2)cc1
#78 O=c1onc(-c2cccnc2)n1-c1ccccc1F
#79 Cc1onc(-c2ccccc2)c1NC(=O)N(CCC#N)Cc1cccs1
#80 C#CC(CC)(CC)NC(=O)/C=C/C(=O)O

Assay by compound	77	78	79	80
Avidin bead fluor	8	6	7	3
Pf gametocyte	19	3	-33	-8
Mcl1-Bid inh	5	-8	-9	5
Mcl1 Noxa PPI	3	5	1	-3

The results go on:
#81 [O-]c1c[n+](-c2ccccc2)no1
#82 O=c1cc(CN2CCN(Cc3ccccc3)CC2)c2cc3c(cc2o1)CCC3
#83 Cc1c(C)n(O)c2ccc3nonc3c12
#84 COc1ccc(-n2c(SCC(=O)N/N=C/c3ccccc3OCC(=O)O)nc3ccccc3c2=O)cc1
#85 CCC(CCC(=O)Nc1cccc([N+](=O)[O-])c1)C(=O)O (stereo unspecified)
#86 O=C(CCC1CCCN(Cc2ccc3c(c2)OCCO3)C1)NCc1ccccc1F (stereo unspecified)
#87 O=C(O)c1cccc(CSc2ncn[nH]2)c1
#88 Cc1oc(C(C)(C)C)cc1C(=O)N1CCN(c2ccc(C(F)(F)F)cn2)CC1
#89 O=C(Nc1ccccc1)Nc1ccccc1C(=O)NCCCN1CCOCC1
#90 COc1cc2oc(=O)ccc2c(OC)c1CC(O)C(C)(C)O (stereo unspecified)
#91 O=C(O)c1ccccc1C(=O)c1ccc(Cl)cc1

Assay by compound	81	82	83	84	85	86	87	88	89	90	91
Avidin bead fluor	7	23	7	8	7	5	10	8	3	10	6
Pf gametocyte	-18	-19	-26	-2	0	23	1	-3	12	5	3
Mcl1-Bid inh	-7	24	-25	15	-13	-21	-5	-20	-7	-32	-3
Mcl1 Noxa PPI	-4	9	-3	14	1	-11	8	-2	5	3	6

A portion of the library; rates above refer to the full screens.
